High-throughput results: PubChem, National Center for Advancing Translational Sciences (NCATS)
Giardia FBPA inh: qHTS Assay for Inhibitors of Fructose-1,6-bisphosphate Aldolase from Giardia Lamblia; A8B2U2; purified Giardia FBPA; Potency, µM (top dose mostly 59.6 µM), for the others: at the top dose activity, negative = inhibition, usual class: inhibitors; actives 0.71% (n = 290,000); further: potency means the concentration at half of the fitted maximal effect; on the % scale 0 is the no-effect control and ±100 the full control effect; nearly all actives have a fitted effect of over 55% in size
Target sequence (A8B2U2 whole entry, looked up): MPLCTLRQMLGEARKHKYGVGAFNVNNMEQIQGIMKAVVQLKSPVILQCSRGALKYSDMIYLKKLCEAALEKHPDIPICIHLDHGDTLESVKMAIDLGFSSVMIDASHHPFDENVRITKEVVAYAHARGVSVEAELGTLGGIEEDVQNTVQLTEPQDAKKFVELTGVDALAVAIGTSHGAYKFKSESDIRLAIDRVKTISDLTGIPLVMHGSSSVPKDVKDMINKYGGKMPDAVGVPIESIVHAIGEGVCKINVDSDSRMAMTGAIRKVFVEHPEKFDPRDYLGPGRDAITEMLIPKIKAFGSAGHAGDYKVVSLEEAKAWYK
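40 nM FBPA preincubated 10 min at RT with compound (up to 57.5 uM final), then substrate plus GAPDH/TPI/NAD/arsenate coupling and diaphorase/resazurin added. Fluorescence read after 20 min at RT, 525/598 nm.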
Cycloheximide cs: Cycloheximide Counterscreen for Small Molecule Inhibitors of Shiga Toxin; max response, %; cell reporter, cycloheximide protein synthesis inhibition counterscreen; AID 2314, 2010; actives 12% (n = 300,000); in the data active means max response mostly above about 13%, no sharp cut-off; inactive means mostly below about 14%; further: read at 38.3 µM for the half of the compounds with a filed dose; 0% is about no effect
Shiga inhibitor: A qHTS for Small Molecule Inhibitors of Shiga Toxin; Vero cells, Shiga toxin protein synthesis inhibition reporter; inhibition, % at 38.7 µM; actives 9.2% (n = 290,000); in the data active means inhibition mostly above about 28%, no sharp cut-off; inactive means mostly below about 43%; further: 0% is about no effect
AmpC detergent: qHTS Inhibitors of AmpC Beta-Lactamase (assay with detergent). P00811. AmpC hydrolysis of nitrocefin, absorbance 480 nm, 0.01% Triton. Potency, µM (highest dose often 114 µM), for inactives: at the highest dose activity change, negative = inhibition, usual class: inhibitors. actives 0.041% (n = 370,000). AID 485294, 2010;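 further: potency means the concentration at half of the fitted maximal effect; 0% = no-compound wells and -100% = no-enzyme wells; nearly all actives have a fitted effect of over 25% in size; some results filed as inactive show a strong effect at the top dose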
Target sequence (P00811 whole entry, looked up): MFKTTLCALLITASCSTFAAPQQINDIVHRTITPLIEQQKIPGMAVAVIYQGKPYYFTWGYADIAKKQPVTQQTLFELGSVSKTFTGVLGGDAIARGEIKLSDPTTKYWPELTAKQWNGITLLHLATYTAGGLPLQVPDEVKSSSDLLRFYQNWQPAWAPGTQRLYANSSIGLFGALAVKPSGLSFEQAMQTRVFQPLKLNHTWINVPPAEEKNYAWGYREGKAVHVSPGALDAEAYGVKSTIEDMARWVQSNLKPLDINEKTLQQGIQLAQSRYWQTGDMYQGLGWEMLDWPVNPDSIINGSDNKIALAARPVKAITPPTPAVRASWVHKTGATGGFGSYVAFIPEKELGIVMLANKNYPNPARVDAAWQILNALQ
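20 mM phosphate pH 7.0 + 0.01% (detergent screen) or 0.0001% Triton X-100; 5.3 nM AmpC reagent; cpd preinc 15 min RT; nitrocefin (800 uM stock) to start; A480 q20 s × 4 min; Activity was normalised to no-enzyme and no-compound control wells.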
HCMV antiviral: qHTS Assay for inhibitors of the human cytomegalovirus (HCMV); HFF cells, HCMV-luciferase reporter, 72 h; active compounds read low; activity change, negative = inhibition, % at 57.5 µM; actives 4.5% (n = 410,000); AID 1259415, 2018; in the data active means activity change below about -60%; inconclusive means no clear call, values can overlap the other calls; inactive means above about -39%; further: on the % scale 0 is the no-effect control and ±100 the full control effect
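Luciferase read-out from HCMV-luciferase-infected HFFs (MOI 1 PFU/cell) 72 h post infection at 37C; compounds added after 16 h cell attachment; activity normalized between buffer-only basal and Salinomycin (10uM) inhibitor controls.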
AmpC inh no detg: qHTS Inhibitors of AmpC Beta-Lactamase (assay without detergent). AmpC nitrocefin hydrolysis, absorbance 480 nm, 0.0001% Triton. Potency, µM (top dose mostly 57.1 µM), inactives show at the top dose activity change, negative = inhibition, actives largely listed as inhibitors. P00811. actives 0.52% (n = 330,000). AID 485341, 2010;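 further: potency means the concentration at half of the fitted maximal effect; plate controls were no compound for no effect and no enzyme for full effect; nearly all actives have a fitted effect of over 20% in size; some results filed as inactive show a strong effect at the top dose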
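AmpC (5.3 nM in the dispensed reagent) in 20 mM phosphate pH 7.0 with 0.01% (detergent screen) or 0.0001% Triton X-100 was preincubated with compounds for 15 min at room temperature. Nitrocefin was then added from an 800 uM solution, and hydrolysis was followed at 480 nm.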
AMA1-RON2 inh: qHTS for Inhibitors of AMA1-RON; Towards Development of Antimalarial Drug Lead: Primary Screen. AlphaScreen AMA1-biotinylated RON2 peptide binding. Potency, µM (titrated, usually from 58.2 µM), for inactives: top-dose activity change, negative = inhibition, actives largely listed as inhibitors. actives 0.2% (n = 360,000). AID 720542, 2013;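 further: potency means the concentration at half of the fitted maximal effect; 0% = vehicle wells and -100% = peptide control; nearly all actives have a fitted effect of over 45% in size; some results filed as inactive show a strong effect at the top dose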
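AMA1 (3D7) with his tag at 25 nM final met compounds first, then biotinylated RON2 peptide at 25 nM; detection used donor plus acceptor beads, 10 µg/mL apiece, read by AlphaScreen after 30 min at room temperature.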
An asterisk follows results filed as active; u = inconclusive; x = no result given; & = joins results of further samples; [ ] = remark or other dose. Unless noted, the call rests on the fitted dose curve; in most records, active means well fitted curve in the direction sought with a large enough effect; inconclusive means small, poorly fitted or top-dose-only effect, or another doubt; inactive means no such curve, though single readings can be large; an effect the other way counts as inactive or inconclusive.

SMILES	Giardia FBPA inh	Cycloheximide cs	Shiga inhibitor	AmpC detergent	HCMV antiviral	AmpC inh no detg	AMA1-RON2 inh
O=C1CN(S(=O)(=O)c2cccc(Cl)c2Cl)c2ccccc2N1	0%	-4	-9	-6%	0	-40%	-8%
CNc1nc2[nH]c(=O)c3c(c2s1)OC(N)=C(C#N)C3c1ccccc1 (stereo not drawn)	u	2	-11	-3%	-3	-26%	4%
COc1ccc(CNC(=S)Nc2ccccc2)cc1	-8%	7	21	4%	-23	-12%	10%
CCCN(C(=O)COC(=O)c1nc2nc(C)cc(C)n2n1)C1CCS(=O)(=O)C1 (stereo not drawn)	x	x	x	-2%	13	8%	-4%
Cn1cnnc1-c1cccc(NC(=O)c2cc(F)c(F)cc2Cl)c1	-6%	-2	-8	0%	7	-9%	-15%
CCOc1ccc(Nc2nc(Cc3nnc(SCC(=O)NC4CCCCC4)n3C)cs2)cc1	9%	-1	-17	2%	-15	92%[activator]	6%
COC(=O)c1c([N+](=O)[O-])c(OC)c(OC)c(OC)c1[N+](=O)[O-]	5%	-3	4	4%	10	-26%	-10%
CC(=O)Nc1ccc(SCC(=O)Nc2cc(C)on2)cc1	-7%	2	20	-1%	2	1%	2%
CN(C)C1=NCCN1CCCCc1ccccc1	x	x	x	-9%	-27	1%	0%
Cc1ccc(OCC(=O)N(c2ccccn2)C2CCCCC2)c(C)c1	1%	1	8	-16%	3	-1%	18%
CC(C)NC(=O)c1cc(-c2ccco2)nn1-c1ccc(Cl)cc1	x	-4	-19	2%	7	-34%	-20%
Cc1ccc(S(=O)(=O)N(C)CC(=O)N2CCN(C(=O)c3ccco3)CC2)cc1	0%	-1	-14	-12%	16	-3%	-12%
CCOC(=O)Cn1nc(C)cc1NC(=O)c1cccnc1	4%	12	19	8%	-15	-15%	-10%
CC1CCc2cc(F)ccc2N1C(=O)CCl (stereo not drawn)	-7%	19	-10	u	x	-22%	23%
c1ccc2c(c1)SCc1c-2[nH]c2ccccc12	-1%	15*	47*	x	x	x	x
CCOc1ccc(CNC(=O)C2CCN(C(=O)N3CC(C)Oc4ccccc43)CC2)cc1 (stereo not drawn)	5%	-1	9	-11%	2	154%[activator]	2%
COCCn1c(=O)[nH]c2cc(C(=O)NCCN3CCN(c4ccccc4)CC3)ccc2c1=O	6%	1	7	-10%	-5	-9%	0%
COc1ccc(-c2csc(NC(=O)C3CCCCN3S(=O)(=O)c3ccccc3)n2)cc1 (stereo not drawn)	-2%	-2	-22	-5%	-68*	u	-12%
COCCCN1C(=O)N(c2ccc(F)cc2)C(=O)C1CC(=O)Nc1ccccc1 (stereo not drawn)	11%	4	-5	1%	-16	-2%	0%
Cc1ccc(NC(=O)CSc2nc3ccccc3c3nc(CCn4cncc4C)nn23)c(C)c1	7%	-1	-9	-4%&-4%	-6&-32	6%	4%
O=C(COC(=O)Cc1ccccc1F)Nc1ccc(F)cc1F	3%	-1	-8	u	37	-9%[2.29 µM]	2%
O=C(c1ccc(=O)oc1)N1CCN(c2ccc(F)cc2)CC1	4%	-4	-8	-15%	38	-21%	0%
CCOC(=O)C1(C)C(C(=O)OC)=C(c2ccc(OC)cc2)c2ccccc2N1C(=O)OC (stereo not drawn)	5%	-6	1	x	3	202%[activator]	-15%
C=CCN(c1ccccc1OC)S(=O)(=O)c1cccc(C(=O)Nc2nnc(C3CC3)s2)c1	x	x	x	6%	-5	-17%	3%
CCN(CC)c1ccc(-c2nc3cnccc3n2C)cc1	-13%	33*	135*	-12%	11	-16%	-11%
O=S(=O)(c1ccc(F)cc1)c1nc(-c2ccc(F)cc2)oc1NCCN1CCOCC1	2%	1	-21	-10%	-27	109%[activator]	-4%
CC1CCCC(C)N1C(=O)CSc1nnnn1C1CCCC1 (stereo not drawn)	-4%	26*	54*	-9%	-4	-3%	9%
O=C(COc1ccccc1)Nc1cccc(-c2nc3cc4ccccc4cc3[nH]2)c1	-10%	70*	79*	1%	-12	-25%	4%
Cc1nc(N2CCOCC2)c2cc(-c3ccccc3)sc2n1	0%	14*	9	-1%	-28	68%[activator]	0%
Cc1nn(C)c(C(=O)N/N=C/c2cccnc2)c1Br	x	-3	-4	-5%	16	0%	21%
CC(C)c1ccc(/C=C2\NC(=O)NC2=O)cc1	-2%	19*	39	-3%	6	-8%	7%
COc1cc(C(=O)NCCNc2nc3cc(C)ccc3cc2C#N)cc(OC)c1OC	1%	-1	-11	2%	21	-12%	0%
C=CCSc1nnc2n(-c3ccccc3OC)c(=O)c3c4c(sc3n12)CCC4	-1%	2	-3	4%	u	48%	-16%
O=C(NCc1ccccc1)NC1CCS(=O)(=O)C1 (stereo not drawn)	5%	0	37	-9%	-6	-11%	u
O=C(N/N=C/c1coc2ccccc2c1=O)c1ccccc1Br	0%	-2	-3	u	-19	-17%	80%[activator]
CCCCC(CC)CNCC(O)c1ccccc1 (stereo not drawn)	u	9	-3	u	u	-15%	-3%
O=C(c1ccc(Cl)c([N+](=O)[O-])c1)N(c1ccccn1)c1ccccn1	0%	-2	30	-19%	21	-14%	32%[activator]
Cc1cnc(NC(=O)CSc2nnc3ncccn23)s1	-30%	-2	-12	7%	u	-12%	-6%
O=C(COC(=O)c1ccc2c(c1)OCCO2)NCCc1ccc(F)cc1	x	x	x	x	18	-23%	5%
Cc1nn(C)c(C)c1NC(=O)C12CC3CC(CC(C3)C1)C2	-1%	6	9	3%	-10	-21%	10%

Molecules above with a halogen, in the order listed:
SMILES	Giardia FBPA inh	Cycloheximide cs	Shiga inhibitor	AmpC detergent	HCMV antiviral	AmpC inh no detg	AMA1-RON2 inh
O=C1CN(S(=O)(=O)c2cccc(Cl)c2Cl)c2ccccc2N1	0%	-4	-9	-6%	0	-40%	-8%
Cn1cnnc1-c1cccc(NC(=O)c2cc(F)c(F)cc2Cl)c1	-6%	-2	-8	0%	7	-9%	-15%
CC(C)NC(=O)c1cc(-c2ccco2)nn1-c1ccc(Cl)cc1	x	-4	-19	2%	7	-34%	-20%
CC1CCc2cc(F)ccc2N1C(=O)CCl (stereo not drawn)	-7%	19	-10	u	x	-22%	23%
COCCCN1C(=O)N(c2ccc(F)cc2)C(=O)C1CC(=O)Nc1ccccc1 (stereo not drawn)	11%	4	-5	1%	-16	-2%	0%
O=C(COC(=O)Cc1ccccc1F)Nc1ccc(F)cc1F	3%	-1	-8	u	37	-9%[2.29 µM]	2%
O=C(c1ccc(=O)oc1)N1CCN(c2ccc(F)cc2)CC1	4%	-4	-8	-15%	38	-21%	0%
O=S(=O)(c1ccc(F)cc1)c1nc(-c2ccc(F)cc2)oc1NCCN1CCOCC1	2%	1	-21	-10%	-27	109%[activator]	-4%
Cc1nn(C)c(C(=O)N/N=C/c2cccnc2)c1Br	x	-3	-4	-5%	16	0%	21%
O=C(N/N=C/c1coc2ccccc2c1=O)c1ccccc1Br	0%	-2	-3	u	-19	-17%	80%[activator]
O=C(c1ccc(Cl)c([N+](=O)[O-])c1)N(c1ccccn1)c1ccccn1	0%	-2	30	-19%	21	-14%	32%[activator]
O=C(COC(=O)c1ccc2c(c1)OCCO2)NCCc1ccc(F)cc1	x	x	x	x	18	-23%	5%

(more compounds)
SMILES	Giardia FBPA inh	Cycloheximide cs	Shiga inhibitor	AmpC detergent	HCMV antiviral	AmpC inh no detg	AMA1-RON2 inh
COc1ccc(-c2cc(C3CC3)nc3sc(C#N)c(N)c23)cc1	11%	1	-12	4%	-26	-5%	63%[activator]
O=C(O)/C=C\C(=O)Nc1ccc(N2CCN(c3cccc(Cl)c3)CC2)cc1	-10%	-2	44	-6%	u	-49%	u
CS(=O)(=O)c1nc(S(=O)(=O)c2ccc(Cl)cc2)c(NCc2ccccn2)s1	-1%	-9	-13	u	-6	-23%	5%
COc1cc(OC)c(C=O)c(OC(=O)N(C)C)c1	0%	-2	-18	-4%	-23	-7%[2.29 µM]	14%
COc1cc(NC(=O)Cn2cnc3ccccc3c2=O)c(OC)cc1Cl	0%	-4	-5	-1%	-16	-16%	3%
Cc1ccc(Cn2c(=O)sc3ccccc3c2=O)cc1	-4%	-1	-3	0%	2	-8%	7%
Cc1c(C(=O)N2CCN(C(=O)c3ccco3)CC2)oc2c(Cl)cccc12	x	x	x	-15%	-39	71%[activator]	6%
COC(=O)c1ccc(S(=O)(=O)N2CCC(C(N)=O)CC2)n1C	8%	1	3	-9%	2	0%	6%
Cc1nnc(NC(=O)CN2CCN(Cc3ccccc3Cl)CC2)s1	4.5µM*	-3	-5	-1%	25	-13%	47%[activator]
Cc1cccc(C(=O)NNC(=O)CSc2nnc(C(C)C)n2C)c1	-3%	-5	-3	-5%	-10	3%	42%[activator]
O=C(O)c1ccccc1SCCS(=O)(=O)c1ccc(Cl)cc1Cl	8%	-4	-5	3%	x	-20%	-5%
COc1ccccc1OCC(=O)Nc1ccccc1C(=O)NCc1cccnc1	-8%	-6	-6	-9%	76	-11%	5%
Cc1ccccc1NC(=O)Cn1c(=O)oc2ccccc21	6%	-1	-7	-1%	46	-7%	15%
Cc1cccc(Oc2ccc(S(=O)(=O)N3CCCCC3)cc2N)c1	-1%	8	-21	-5%	-34	-6%	4%
CC1CCc2nn(CC(=O)N3CCCCCC3)cc2C1 (stereo not drawn)	-1%	16	26	-3%	12	0.56µM*	0%
